Jurkat NFkB inh: lowers PMA/ionomycin-induced NF-kB signal in Jurkat cells. PMA/ionomycin-induced NF-kB luciferase reporter, luminescence. inhibition, % at 4 µM. 0.53% of 330,000 active; in the data active = inhibition above about 50%
APJ ag: agonists of human APJ apelin receptor. P35414. activation, % at 20 µM. CHO-K1 APJ PathHunter beta-arrestin, luminescence; 0% DMSO wells, 100% apelin. 0.11% of 330,000 active. AID 2520;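 active = activation more than six SD over the plate average, tested at 20 µM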;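 also: 0% = DMSO alone and 100% = apelin-13 at 10 nM; some results filed as inactive read as strong as hits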
Target sequence (P35414 whole entry, looked up): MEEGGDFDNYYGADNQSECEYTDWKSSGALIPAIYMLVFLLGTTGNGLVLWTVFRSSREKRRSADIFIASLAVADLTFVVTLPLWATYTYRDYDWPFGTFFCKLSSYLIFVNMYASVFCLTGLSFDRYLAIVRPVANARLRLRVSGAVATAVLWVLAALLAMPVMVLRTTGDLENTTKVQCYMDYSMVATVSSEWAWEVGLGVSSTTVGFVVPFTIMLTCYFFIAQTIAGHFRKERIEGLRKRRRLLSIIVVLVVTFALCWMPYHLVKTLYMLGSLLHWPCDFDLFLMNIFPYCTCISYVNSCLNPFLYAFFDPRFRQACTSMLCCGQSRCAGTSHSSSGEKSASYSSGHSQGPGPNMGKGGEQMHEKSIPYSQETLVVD
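Assay system: CHO-K1 APJ beta-arrestin complementation cell line / Compound: single test compound dose, 20 µM final, 1% DMSO / Times: overnight seeding, 90 min compound at 25 °C, 1 h detection / Technique: beta-gal luminescence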
XBP1 UPR activ: adaptive UPR (XBP1) activation; CHO-XBP1 luciferase reporter, IRE1-XBP1 UPR activation, luminescence; percent of tunicamycin response, DMSO as zero; activation, % at 20 µM; 0.33% of 330,000 active; AID 463104;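 active = versus positive control, 20 µM dose yields 30% or more activation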;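 also: 100% = tunicamycin at 10 µg/mL and 0% = DMSO only wells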
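assay system = CHO-XBP1 luciferase reporter cells | amount = 1000 cells/well | buffer or medium = F12 plus 10% FBS | compound dosing = single point, 20 µM final compound, 1% DMSO | incubation = 16-18 h cell attachment at 37 °C, then 6 h compound exposure | detection = Steady-Glo luminescence read | controls = tunicamycin 10 µg/mL and vehicle-only wells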
Mdm2 MdmX PPI: human Mdm2/MdmX binding inhibition. O15151+Q00987. SaOS-2 split-luciferase Mdm2/MdmX complementation, luminescence. inhibition, % at 8 µM. 3% of 330,000 active. AID 485346;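 active = inhibition of at least 50% at 8 µM in the primary screen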
APJ antag: antagonists of human APJ apelin receptor; P35414; CHO-K1 APJ beta-arrestin complementation, luminescence; inhibition, % at 20 µM; 0.32% of 330,000 active; AID 2521;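 active = inhibition above about 40% at 20 µM, limit read from the data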;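 also: cells challenged with 10 nM apelin-13 agonist together with compound; plate controls were apelin-13 plus DMSO wells for no effect and DMSO wells lacking apelin-13 for full effect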
697 NFkB inh: lowers PMA/ionomycin-induced NF-kB signal in 697 B cells; 697 B-cell NF-kB luciferase reporter, 16 h; inhibition, % at 4 µM; 0.33% of 330,000 active; AID 435022; in the data active = inhibition above about 35%
CHOP UPR activ: apoptotic UPR (CHOP) activation; CHO-CHOP luciferase reporter, luminescence; percent of tunicamycin response over DMSO baseline; activation, % at 10 µM; 0.34% of 330,000 active; AID 449763;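 active = at 10 µM dose, activation of 40% or more, normalized to positive control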;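 also: 100% = tunicamycin at 10 µg/mL and 0% = DMSO alone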
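Evaluation: % reporter activation, DMSO baseline versus tunicamycin full activation; System: CHO-CHOP luciferase reporter cell line; Input: 500 cells/well; Incubation: 6 h compound treatment, 37 °C; Measured by: Steady-Glo luciferase luminescence; Dosing: one dose, 10 µM in 0.5% DMSO; Buffer or medium: F12 medium, 10% FBS; Benchmarks: positive tunicamycin 10 µg/mL, negative DMSO alone.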
tim23-1 inh: growth inhibitors of tim23-1 mutant yeast | S. cerevisiae tim23-1 growth, BacTiter-Glo luminescence, 24 h | inhibition, % at 20 µM | 1.3% of 330,000 active | AID 463212;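 active = growth inhibition of the mutant yeast at or above 50%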;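 also: temperature-sensitive mutant grown at 25 °C; plate controls were DMSO-treated mutant yeast for no effect and medium wells lacking yeast for full effect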
Numbers without * were called inactive.

Values in the order – tim23-1 inh	CHOP UPR activ	Jurkat NFkB inh	APJ antag	APJ ag	697 NFkB inh	XBP1 UPR activ	Mdm2 MdmX PPI
[1] NS(=O)(=O)c1cnccc1Oc1cccc(Cl)c1
→ 7	-0.9	-33	-9	-3	-48	-2	-11
[2] S=C(Nc1ccccc1Cl)NC1CC2CCCC(C1)N2C1CC1 (stereo not drawn)
→ 8	-0.9	-10	7	-2	12	4	-5
[3] N=C(N)n1c(N)nc2ccccc2c1=O
→ 13	-1.5	-10	-10	1	-5	-3	4
[4] CC(C)NC(=O)COC(=O)c1cc(=O)[nH]c2ccccc12
→ 14	-0.2	9	8	-1	23	-3	-6
[5] Cc1ccc(C)c(N2CCN(C(=S)Nc3ccc4nc(N5CCOCC5)cc(C)c4c3)CC2)c1
→ 20	18	-13	-15	2	-33	2	19
[6] Cn1c(C(=O)N2CCOCC2)cnc1Sc1ncc(C(F)(F)F)cc1Cl
→ 16	-2.8	14	5	-3	10	-4	4
[7] CCCCNS(=O)(=O)c1ccc(NC(=O)c2cccs2)cc1
→ 17	2.9	1	0	1	-48	2	-10
[8] N#CCCN1CCN(S(=O)(=O)c2ccc3c(c2)OCCCO3)CC1
→ 5	-2.2	16	2	-2	14	3	7
[9] O=C(c1ccccc1)N(CCN1CCOCC1)C1(C(=O)Nc2ccccc2)CCCCC1
→ 21	-1.1	5	-21	-4	17	-2	-1
[10] Cc1oc(C(=O)O)cc1CSCc1cc(C(=O)O)c(C)o1
→ 10	-2.1	6	-15	-4	8	-2	17
[11] CCc1noc(C)c1C(=O)Oc1ccc(N(C)S(=O)(=O)c2ccccc2)cc1
→ -1	-1.6	3	8	-3	-18	-2	7
[12] Cc1cc(C)c(S(=O)(=O)N2CCCC(C(=O)NCc3ccncc3)C2)c(C)c1 (stereo not drawn)
→ 9	-2.3	12	-52	-1	-35	-3	20
[13] COc1ccccc1NC(=O)COc1ccccc1
→ -5	0.2	-7	5	1	20	2	0
[14] Cc1cc(S(=O)(=O)Nc2cccc(Cl)c2)c(C)s1
→ 8	-0.5	-2	2	-1	-3	0	-12
[15] CCN(CC)S(=O)(=O)c1ccc(N2CCOCC2)c(NC(=O)COc2ccc(Cl)cc2)c1
→ 22	1.0	-5	12	-4	18	-1	18
[16] COC(=O)c1ccccc1C(=O)N1CCCC(C(=O)c2cc(F)ccc2F)C1 (stereo not drawn)
→ 16	-0.7	-16	-4	-3	11	0	-5
[17] Cc1nc2nc(C)c(CCC(=O)NCCC3=CCCCC3)c(C)n2n1
→ -9	-2.2	-9	-1	-4	1	0	-13
[18] Cc1ccc2c(c1)C(=C(C#N)C#N)C(=O)N2CCN1CCCCC1
→ -18	3.1	-1	-4	7	-24	4	10
[19] Cc1nc2sc3c(NCc4ccco4)ncnc3c2c2c1COC(C)(C)C2
→ 38	-0.9	24	12	-3	7	6	63*
[20] O=C(COc1c(CO)cc(Br)cc1CO)NC1CCCc2ccccc21 (stereo not drawn)
→ 5	0.2	8	-20	1	14	-3	4
[21] O=C(NCCCN1CCOCC1)C(=O)N/N=C/c1ccc2c(c1)OCO2
→ 8	3.4	-10	10	-4	30	-3	1
[22] O=C(NCCCc1nc2ccccc2[nH]1)c1cccs1
→ 6	1.7	5	-21	-1	4	-1	16
[23] Cc1cccc(NC(=O)NC2(C)CCS(=O)(=O)C2)c1 (stereo not drawn)
→ 10	-0.3	14	15	-1	10	-5	15
[24] O=C(CNC(=O)c1cc(Cl)cc([N+](=O)[O-])c1)OCC(=O)N1CCCCC1
→ 12	-1.7	-1	-15	-1	8	-1	6
[25] COc1cc(C(=O)NC(=S)N(CCC#N)Cc2cccnc2)cc(OC)c1OC
→ 7	-0.7	-3	6	-1	-2	-4	30
[26] O=C(Cn1cnc2ccccc21)Nc1ccc(C(=O)O)cc1
→ -2	-0.6	7	26	-4	-3	-2	11
[27] Nc1n[nH]c(-c2ccc(Br)cc2)c1Cl
→ 17	-0.7	17	21	-1	7	6	22
[28] Cc1cc(SCC(=O)c2ccc(O)c(O)c2)nc2ccccc12
→ 9	-1.2	2	12	1	-30	3	28
[29] CC(C)c1ccc(NC(=O)COC(=O)C2=COCCO2)cc1
→ 19	-0.2	1	8	-2	10	-4	6
[30] Cc1c(CCC(=O)NCCCC(=O)O)c(=O)oc2cc3oc4c(c3cc12)CCCC4
→ 13	-4.9	3	-6	1	32	-10	-34

Full records, quoted from the list:
N=C(N)n1c(N)nc2ccccc2c1=O reads tim23-1 inh = 13; CHOP UPR activ = -1.5; Jurkat NFkB inh = -10; APJ antag = -10; APJ ag = 1; 697 NFkB inh = -5; XBP1 UPR activ = -3; Mdm2 MdmX PPI = 4
Nc1n[nH]c(-c2ccc(Br)cc2)c1Cl reads tim23-1 inh = 17; CHOP UPR activ = -0.7; Jurkat NFkB inh = 17; APJ antag = 21; APJ ag = -1; 697 NFkB inh = 7; XBP1 UPR activ = 6; Mdm2 MdmX PPI = 22
Cn1c(C(=O)N2CCOCC2)cnc1Sc1ncc(C(F)(F)F)cc1Cl reads tim23-1 inh = 16; CHOP UPR activ = -2.8; Jurkat NFkB inh = 14; APJ antag = 5; APJ ag = -3; 697 NFkB inh = 10; XBP1 UPR activ = -4; Mdm2 MdmX PPI = 4

Part of the list above, screen by screen.
26: O=C(Cn1cnc2ccccc21)Nc1ccc(C(=O)O)cc1
27: Nc1n[nH]c(-c2ccc(Br)cc2)c1Cl

Screen / compound no.	26	27
tim23-1 inh	-2	17
CHOP UPR activ	-0.6	-0.7
Jurkat NFkB inh	7	17
APJ antag	26	21
APJ ag	-4	-1
697 NFkB inh	-3	7
XBP1 UPR activ	-2	6
Mdm2 MdmX PPI	11	22

The listing picks up, starting six compounds before the break.
Values in the order – tim23-1 inh	CHOP UPR activ	Jurkat NFkB inh	APJ antag	APJ ag	697 NFkB inh	XBP1 UPR activ	Mdm2 MdmX PPI
[25] COc1cc(C(=O)NC(=S)N(CCC#N)Cc2cccnc2)cc(OC)c1OC
→ 7	-0.7	-3	6	-1	-2	-4	30
[26] O=C(Cn1cnc2ccccc21)Nc1ccc(C(=O)O)cc1
→ -2	-0.6	7	26	-4	-3	-2	11
[27] Nc1n[nH]c(-c2ccc(Br)cc2)c1Cl
→ 17	-0.7	17	21	-1	7	6	22
[28] Cc1cc(SCC(=O)c2ccc(O)c(O)c2)nc2ccccc12
→ 9	-1.2	2	12	1	-30	3	28
[29] CC(C)c1ccc(NC(=O)COC(=O)C2=COCCO2)cc1
→ 19	-0.2	1	8	-2	10	-4	6
[30] Cc1c(CCC(=O)NCCCC(=O)O)c(=O)oc2cc3oc4c(c3cc12)CCCC4
→ 13	-4.9	3	-6	1	32	-10	-34
[31] C=CCOc1cccc(C(=O)NC(c2ccccc2)C(C)C)c1 (stereo not drawn)
→ 15	-0.4	0	-14	-2	5	2	7
[32] COc1ccccc1CNC(=O)c1cc(C(C)=O)c[nH]1
→ -10	-0.5	3	8	-3	11	0	6
[33] O=C(c1cccnc1)N1C2C=CC(C2)C1(C(F)(F)F)C(F)(F)F (stereo not drawn)
→ 11	-0.5	-9	5	5	3	-5	-2
[34] COc1ccc([C@@H]2CC=C(C(=O)O)[C@H](c3ccccc3F)N2S(=O)(=O)c2ccc(C)cc2)cc1OC
→ -4	0.2	7	-22	1	32	-4	4
[35] CCOC(=O)c1ccc2nc(C(F)(F)F)[nH]c(=O)c2c1
→ 5	-1.3	-10	3	-1	-3	-2	22
[36] O=C(NCc1csc(-c2cccs2)n1)Nc1ccc(F)cc1F
→ 36	-1.3	1	7	-2	6	3	-24
[37] O=C(CNS(=O)(=O)c1ccccc1F)OCC(=O)c1c[nH]c2ccccc12
→ 14	1.2	6	-12	-3	6	0	2
[38] O=c1[nH]cc(S(=O)(=O)N2CCN(c3cccc(C(F)(F)F)c3)CC2)c(=O)[nH]1
→ 11	-0.8	9	11	-7	1	4	11
[39] COCC(=O)N1CCC(Oc2ccc(C(=O)NCc3cc(C(C)C)no3)cc2)CC1
→ 15	0.0	-14	1	-4	-10	-4	-17
[40] COc1ccc(CCC(=O)c2ccc(OC)cc2)cc1
→ 11	-0.1	-12	-12	1	7	0	8
[41] COc1ccc(N2CCN(C(=O)COC(=O)Cc3ccc(F)cc3)CC2)cc1
→ 10	3.2	-3	4	0	-16	0	1
[42] COc1ccc(/C(C)=C(\C#N)C(=O)OC(C)C)cc1OC
→ -2	1.6	9	6	-7	16	2	19
[43] CC1CCCN(C(=O)c2ccc(CNc3c(N4CCCCC4)c(=O)c3=O)cc2)C1 (stereo not drawn)
→ 6	2.3	-1	-63	-2	8	5	-32
[44] CCn1c(C)nnc1SCC(=O)Nc1cccc(Cl)c1
→ 4	-0.2	-28	13	3	-15	-2	5
[45] O=C(CN1C(=O)C(=O)N(Cc2ccccc2)C1=O)Nc1ccc(OC(F)F)cc1
→ 19	1.0	12	15	-1	15	-3	-15
[46] CCCCC1=CC2=C(c3ccco3)C(=O)C(C)(OC(=O)c3ccc(OC)cc3)C(=O)C2=CN1C1CCCC1 (stereo not drawn)
→ 17	0.7	9	-43	5	-14	1	1
[47] O=C(CC(c1ccccc1)c1ccccc1O)N1CCCCC1 (stereo not drawn)
→ 22	-0.3	-12	-8	-3	-10	1	3
[48] CCOC(=O)c1ccccc1N1C(=O)C2Sc3[nH]c(=O)sc3C(/C=C/c3ccccc3)C2C1=O (stereo not drawn)
→ 32	0.4	0	19	-5	21	-2	15
[49] Nc1nc2c(F)cccc2s1
→ -1	2.6	-1	10	-1	-4	0	31
[50] CCOc1ccc(S(=O)(=O)N(CC(=O)NCc2cccnc2)c2ccc(F)cc2)cc1
→ 1	1.3	5	3	0	4	2	23
[51] CC(=O)N1CCCc2cc(S(=O)(=O)N3CCCC(C(=O)NCc4ccccc4Cl)C3)ccc21 (stereo not drawn)
→ 11	-1.4	11	0	0	4	-5	29
[52] O=C(N/N=C1\CCSc2ccc(F)cc21)c1cccnc1
→ 9	1.8	-2	-2	0	17	-5	-26
[53] CCCCCn1c(SCCc2ccccc2)nc2c1c(=O)[nH]c(=O)n2C
→ 11	1.3	0	-2	-4	-18	-1	9
[54] Cc1cc(F)ccc1NS(=O)(=O)c1c(C(=O)N2CCOCC2)c(C)n(C)c1C
→ 11	0.7	8	-13	7	1	-2	-7
[55] CCOc1ccc(C(=O)/C=C/Nc2ccc(S(=O)(=O)N=C(N)N)cc2)cc1
→ -12	-0.8	-5	-9	4	2	0	74*
[56] CCOc1ccc(S(=O)(=O)N2CCN(C(=S)NCc3ccco3)CC2)cc1
→ 10	-1.4	18	6	-2	19	0	13
[57] CNC(=O)NC(=O)COC(=O)CCCOc1ccc(OC)cc1
→ 6	0.1	2	-8	-3	5	-2	8
[58] CN1CCN(S(=O)(=O)c2cccc(C(=O)Nc3ccc(Br)cc3Br)c2)CC1
→ 22	0.4	11	-1	-2	-3	-3	23
[59] O=C(c1nc2ccccn2c1CN1CCCC(O)C1)N1CCN(C2CCCCC2)CC1 (stereo not drawn)
→ 2	-0.1	4	6	-1	5	-1	27
[60] N#Cc1cc([N+](=O)[O-])ccc1NC(=O)COC(=O)C1CCC(=O)N1 (stereo not drawn)
→ 5	0.3	-6	-6	0	-4	1	1

From PubChem
